Screens (PubChem BioAssay)
KinaseGlo FLuc: blocks Kinase-Glo luciferase, a counter-screen artifact; Kinase-Glo luciferase, ATP luminescence, 8 min; 0.28% of 200,000 active; AID 1379; Q27757; Potency, µM (titrated, usually from 38.3 µM), inactives show at the top dose activity change, negative = inhibition, usual class: inhibitors; note: % is set by controls: 0 for no effect and ±100 for the full control effect; nearly all actives have a fitted effect of over 60% in size
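Light output from Kinase-Glo luciferase with luciferin and 10 uM ATP in 50 mM imidazole pH 7.2, KCl, MgCl2, Tween 20, BSA; compound pin-delivered, 8-min ambient incubation, then luminescence read.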
L3MBTL1 inh: inhibitors of human L3MBTL1; Q9Y468; AlphaScreen L3MBTL1–H3K9me1 peptide binding; Potency, µM (highest dose often 57.1 µM), inactives show at the highest dose activity, negative = inhibition, hits mostly inhibitors; 0.66% of 230,000 active; AID 485360; note: % is set by controls: 0 for no effect and ±100 for the full control effect; nearly all actives have a fitted effect of over 60% in size
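AlphaScreen proximity signal between nickel-chelate acceptor and streptavidin donor beads (final 10 ug/mL) reports binding of 50 nM L3MBTL1 to 75 nM biotin-H3 K9me1 peptide; complex incubated with compounds 30 min at room temperature; cefsulodin titration as control.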
Tau ThT inhib: inhibitors of human tau fibril formation, thioflavin T binding; 2.1% of 270,000 active; recombinant tau K18 P301L (four-repeat tau fragment), heparin-induced fibrillization, ThT fluorescence; AID 1460; Potency, µM (doses to about 57.4 µM), inactives show top-dose activity, negative = inhibition, most hits filed as inhibitors; P10636; note: % is set by controls: 0 for no effect and ±100 for the full control effect; nearly all actives have a fitted effect of over 55% in size
Target sequence (P10636 561-689 P618L limits assumed): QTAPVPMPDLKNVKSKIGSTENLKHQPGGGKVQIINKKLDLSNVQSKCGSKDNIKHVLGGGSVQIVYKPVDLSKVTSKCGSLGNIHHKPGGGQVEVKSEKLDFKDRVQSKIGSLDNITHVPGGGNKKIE
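Tau K18 P301L fragment (15 uM unlabeled plus 0.24 uM Alexa 594-labeled) in 100 mM sodium acetate pH 7 with compound, fibrillization induced by 20 uM heparin for 6 hr at 37 C. Thioflavin T (30 uM) added, fluorescence read after 1 hr (ex 450, em 510 nm).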
KDM4E inh: inhibitors of human JMJD2E histone demethylase; JMJD2E catalytic domain, FDH-coupled NADH fluorescence (FDH is formaldehyde dehydrogenase); 1.6% of 230,000 active; Potency, µM (doses to about 57.1 µM), for inactives: at the highest dose activity change, negative = inhibition, hits mostly inhibitors; active = well fitted inhibition curve with a large enough effect, not every such curve was filed as active; inconclusive = small, poorly fitted or top-dose-only effect, or another doubt; inactive = no such curve, though single readings can be large or run the other way;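 note: 0% = wells with enzyme and -100% = buffer wells without enzyme; nearly all actives have a fitted effect of over 50% in size; many of its hits are not listed in these tables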
Target sequence (B2RXH2 1-337 limits assumed): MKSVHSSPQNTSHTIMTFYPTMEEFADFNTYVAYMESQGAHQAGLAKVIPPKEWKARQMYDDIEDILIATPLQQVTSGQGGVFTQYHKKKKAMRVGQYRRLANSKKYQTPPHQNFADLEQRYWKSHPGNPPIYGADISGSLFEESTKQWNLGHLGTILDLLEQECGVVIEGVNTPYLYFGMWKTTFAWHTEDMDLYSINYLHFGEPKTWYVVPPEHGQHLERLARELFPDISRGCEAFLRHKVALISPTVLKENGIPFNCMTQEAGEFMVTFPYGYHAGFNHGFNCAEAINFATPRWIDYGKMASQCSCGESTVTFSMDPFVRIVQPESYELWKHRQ
RECQ1 helicase: inhibitors of human RECQ1 DNA helicase; 0.54% of 240,000 active; P46063; Potency, µM (titrated, usually from 57.3 µM), for inactives: top-dose activity, negative = inhibition, most hits filed as inhibitors; RECQ1 DNA unwinding, red fluorescence kinetic read;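 note: plate controls were vehicle for no effect and no enzyme for full effect; nearly all actives have a fitted effect of over 30% in size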
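50 nM RECQ1T1 preincubated 15 min with compound in Tris pH 8.0 buffer with MgCl2, DTT, Tween-20 and 2.5 ug/ml poly(dI-dC); started with 200 nM TAMRA/BHQ-2 forked duplex and 2 mM ATP. Unwinding read as fluorescence (525/598 nm), two reads 2 h apart.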
SMN2 splice up: SMN2 splice variant enhancement. 2.8% of 210,000 active. HEK293 SMN2-luciferase splicing reporter, luminescence, 30-36 h. Potency, µM (highest dose often 46.1 µM), for the others: at the top dose activity change, positive = activation, hits mostly activators; note: % of control where 0% means no effect; nearly all actives have a fitted effect of over 55% in size
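HEK293 cells carry an SMN2 […]–luciferase reporter in which exon 7 inclusion puts luciferase in frame. Cells were plated 10-12 h before compound addition, then incubated 30-36 h at 37C. ONE-Glo luminescence was read; sodium butyrate at 4.5 mM final served as control.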
Lamin A splicing: modulators of lamin A splicing; AID 1487; Potency, µM (doses to about 46.1 µM), inactives show top-dose ratio change, negative = inhibition, hits mostly inhibitors; 0.01% of 200,000 active; HeLa LMNA splicing GFP/RFP minigene ratio, 48 h; active = well fitted inhibition curve with a large enough effect in the signal ratio, with a control signal flat, not every such curve was filed as active; inconclusive = small, poorly fitted or top-dose-only effect, or effect the other way, or a change in a side signal; the % refers to the signal ratio; note: % is set by controls: 0 for no effect and ±100 for the full control effect
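S3 HeLa cells stably expressing lamin A-EGFP splicing minigene plus DsRed2, 600 cells/well, 48 h compound exposure at 37C. Laser-scanning cytometry; analysed as GFP (500-530 nm)/RFP (575-640 nm) total intensity ratio; 0.5% DMSO vehicle.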
ALDH1A1 inh: inhibitors of human aldehyde dehydrogenase 1A1; P00352; Purified ALDH1A1, NADH fluorescence, propionaldehyde substrate; Potency, µM (highest dose often 75.3 µM), for the others: at the highest dose activity, negative = inhibition, hits mostly inhibitors; 7.3% of 220,000 active; active = well fitted inhibition curve with a large enough effect, not every such curve was filed as active; inconclusive = small, poorly fitted or top-dose-only effect, or another doubt; inactive = no such curve, though single readings can be large or run the other way;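 note: plate controls were no enzyme wells and a reference inhibitor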
Target sequence (P00352 whole entry, looked up): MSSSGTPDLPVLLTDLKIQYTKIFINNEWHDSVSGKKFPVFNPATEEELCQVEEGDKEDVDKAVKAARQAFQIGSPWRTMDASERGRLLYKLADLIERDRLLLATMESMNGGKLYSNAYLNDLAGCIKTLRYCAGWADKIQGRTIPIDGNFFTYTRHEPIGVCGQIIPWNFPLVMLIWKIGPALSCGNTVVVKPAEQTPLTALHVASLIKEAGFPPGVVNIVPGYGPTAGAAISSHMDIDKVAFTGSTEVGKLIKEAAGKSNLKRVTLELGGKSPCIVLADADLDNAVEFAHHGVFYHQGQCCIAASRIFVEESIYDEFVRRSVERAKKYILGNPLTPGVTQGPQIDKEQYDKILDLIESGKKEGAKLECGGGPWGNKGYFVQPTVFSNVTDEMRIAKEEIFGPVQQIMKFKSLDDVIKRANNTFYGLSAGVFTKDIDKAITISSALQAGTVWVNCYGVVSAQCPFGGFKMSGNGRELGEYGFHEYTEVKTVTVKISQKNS
* = called active by the depositor; i = inactive; ? = inconclusive; . = no result given; & = joins results of further samples; ! = a repeat was not active; [ ] = another dose, or the depositor's remark. Unless noted, calls come from the whole dose curve; as a rule, active = well fitted curve in the direction sought with a large enough effect; inconclusive = small, poorly fitted or top-dose-only effect, or another doubt; inactive = no such curve, though single readings can be large; an effect the other way counts as inactive or inconclusive. Potency is the fitted concentration of half-maximal effect.

SMILES	KinaseGlo FLuc	L3MBTL1 inh	Tau ThT inhib	KDM4E inh	RECQ1 helicase	SMN2 splice up	Lamin A splicing	ALDH1A1 inh
O=c1[nH]nc(Cc2ccccc2)c2ccccc12	0.6%	.	-7.6%	1.9%	i	.	-10.4%	1.8%
Cc1[nH]c(C)c2c(=O)[nH]ncc12	.	-8.3%	-2.4%	-1.4%	2.2%	.	.	?
C[C@H](NC(=O)Nc1cccc(Br)c1)C(=O)O	.	1.8%	0.9%	2.0%	1.2%	.	.	.
Cc1c(N2C(=O)CSC2c2ccco2)c(=O)n(-c2ccccc2)n1C (stereo unspecified)	.	7.0%	-2.3%	-29.5%	0.3%	.	.	.
O=C(NCc1ccc2c(c1)OCO2)c1ccc(NC(=O)C2CCCO2)cc1 (stereo unspecified)	-0.1%	2.9%	-3.9%	2.2%	i	19.3%	-2.9%	-5.1%
Cc1ccc(CNC(=O)C2CC(c3ccccc3[N+](=O)[O-])=NO2)cc1 (stereo unspecified)	0.7%	-6.1%	-6.1%	4.6%	-10.3%	5.6%	14.0%	-7.7%
COCCN1C(=O)C(=O)/C(=C(/O)c2cccc(OC)c2)C1c1ccc(C)o1 (stereo unspecified)	-5.0%	3.4%	-13.9%	-17.0%	-17.7%	-8.8%	12.4%	?
Cc1ccc(S(=O)(=O)N2CCCN(S(=O)(=O)c3ccc(C(F)(F)F)cc3)CC2)cc1	-0.5%	4.1%	1.2%	10.1%	-5.7%	-29.1%	3.0%	19.3%
CCC(c1nnnn1CCOC)N1CCN(Cc2ccccc2)CC1 (stereo unspecified)	-2.2%	-2.5%	2.7%	-1.1%	-10.8%	-12.7%	-7.7%	?
COc1cccc(-c2nnc(SCC(=O)OC(C)C)n2N)c1	10.6%	6.1%	-0.1%	-4.1%	i	18.8%	10.3%	9.6%
Cc1ccc(N(C(C)C(=O)Nc2c(C)n(C)n(-c3ccccc3)c2=O)S(C)(=O)=O)cc1C (stereo unspecified)	-0.1%	2.0%	3.1%	5.0%	i	2.8%	-3.2%[46 µM]	-4.0%
CCC1(C)C(Nc2c(C)cccc2C)=NC(=S)N1c1ccc(NC(C)=O)cc1 (stereo unspecified)	.	-2.3%	5.3%	-2.5%	-3.3%	.	0.1%	3.4%
FC(F)(F)c1cccc(Cn2nnnc2-c2ccc(Cl)cc2)c1	-0.9%	30.3%[activator]	3.7%	0.5%	-6.5%	-7.0%	7.8%	1.5%
CCn1cc(CN2CCc3c([nH]c4ccccc34)C2c2ccc(F)c(OC)c2)c(C)n1 (stereo unspecified)	-0.6%	-23.8%	?	?	-9.5%	.	?	-10.8%
CCc1ccc2[nH]c(=O)c(CN(CCCN3CCOCC3)C(=O)Nc3ccccc3)cc2c1	-7.8%	.	4.7%	-13.1%	i	.	-5.2%	-7.5%
O=C1CC(c2ccccc2)SC(N(c2ccccc2)c2ccccc2)=N1 (stereo unspecified)	.	-3.7%	-7.0%	-1.6%	-2.9%	.	-10.0%	-1.7%
CC(C)CCNC(=O)[C@@H](NC(=O)c1c(F)cccc1F)C(C)C	-2.5%	.	-3.1%	-3.9%	-14.5%	-8.2%	8.4%	6.7%
CCOC(=O)C(=O)Nc1cccc(C(=O)OCC)c1	0.0%	-0.3%	2.3%	5.0%	-0.8%	9.3%	10.0%	-9.6%
O=C(c1cccc(Cl)c1)N1CCN(Cc2ccccc2F)CC1	-3.5%	.	-7.9%	?	-3.5%	-18.0%	?	?
CCN(C(=O)CSc1nc2cc(Cl)ccc2c(=O)n1Cc1ccco1)C1CCS(=O)(=O)C1 (stereo unspecified)	-4.5%	.	-8.3%	-26.9%	-2.7%	-15.5%	.	17.8µM*
Cc1ccc2[nH]c(=O)c(CN(CC3CCCO3)S(=O)(=O)c3cccc4nsnc34)cc2c1 (stereo unspecified)	-1.9%	.	-11.3%	4.9%	7.3%	.	-14.0%	20µM*
COc1ccc(OC)c(NC(=O)CSc2nc(N)c(-c3ccccc3)c(=O)[nH]2)c1	-2.1%	-3.2%	-11.9%	-2.8%	-1.8%	-17.6%	9.4%	-7.0%
CCOC(=O)CSc1nnc(Cc2ccc(OC)cc2)n1-c1ccccc1	-0.5%	.	3.3%	2.1%	i	6.1%	-1.6%	-8.8%
CCc1nnc(NC(=O)CSc2nc3ccccc3s2)s1	4.0%	1.4%	?	-3.8%	-4.2%	-12.5%	-11.4%	-4.2%
CCn1c(Cc2ccccc2)nnc1SCC(=O)NC1CCCC1	2.0%	.	-14.4%	6.0%	-8.7%	8.7%	.	4.5%
CC1(C)OC(=O)C(=NNc2ccc(Cl)cc2)C(=O)O1	1.4%	.	-13.2%	0.1%	-2.5%	18.5%	15.3%	3.16µM*
COc1ccc(N2CCN(C(=O)CSc3ccccc3)CC2)cc1	-2.0%	.	?	1.5%	-0.2%	1.0%	?	?
COc1ccc(NS(=O)(=O)c2cccc(C(=O)OCC(=O)Nc3cc(C)on3)c2)cc1	0.2%	0.9%	-10.6%	10.5%	-18.6%	7.5%	4.7%	1.7%
CC(C)Nc1nc(-c2ccccc2)nnc1-c1ccccc1	-0.9%	-3.8%	0.7%	-7.4%	i	-16.3%	?	10.1%
C=CCNc1c2c(nc3ncnn13)CC(C)CC2 (stereo unspecified)	0.5%	1.7%	1.8%	2.2%	1.6%	2.4%	.	27.6%
C=CCOC(=O)N[C@@H](CC(C)C)/C(C(=O)OC)=C(\C)NCc1ccccc1	-0.7%	.	7.5%	3.9%	8.2%	5.3%	.	-3.6%
C=CCn1c(Cc2cccs2)nnc1SCC(=O)Nc1ccc(OC)c(OC)c1	0.2%	-3.8%	-1.1%	0.2%	1.3%	-19.3%	-17.9%	-1.5%
COc1ccc2cc(C(=O)NCC(=O)O)sc(=O)c2c1OC	-2.0%	5.5%	-1.5%	?	i	-1.7%	2.6%[0.0737 µM]	4.9%
CN(N)c1nc(-c2ccccc2)nnc1C(F)(F)F	0.6%	1.6%	-0.1%	-3.7%	-9.4%	8.0%	2.7%	13.3%
O=S(=O)(c1ccccc1Cl)N1CCCC1c1nc(-c2ccc(Cl)cc2)no1 (stereo unspecified)	3.0%	13.7%	-18.7%	-6.5%	-7.2%	-79.8%[inhibitor]	?	-2.3%
NC(N)=NC[C@@H]1COC2(CCCCC2)O1	-3.0%[17.1 µM]	.	.	1.4%[25.5 µM]	i	9.8%[20.6 µM]	-16.8%	7.3%[20.9 µM]
O=S(=O)(c1cccs1)N1CN(Cc2ccc(Cl)cc2)c2nc3ccccc3nc21	-0.8%	-1.1%	3.6%	?	-4.1%	-13.0%	-10.4%	-7.6%
COc1ccc(C2C(C#N)=C(C)NC3=C2S(=O)(=O)c2ccccc23)cc1 (stereo unspecified)	4.8%	4.7%	-1.2%	?	-4.4%	-17.8%	-10.3%	?
CCCCN(CC)CCNC(=O)c1nn(-c2ccc(OC)cc2)c(=O)c2c1c1ccccc1n2C	.	.	-5.6%&-3.0%	-4.1%	1.6%	5.1%	.	3.9%
CN1CCN(c2ncc3nc(-c4ccccc4)c(=O)n(-c4ccccc4)c3n2)CC1	0.6%	.	.	.	-5.2%	-7.9%	.	?
COCCN1C=C(C(=O)OC)C(c2ccc(Cl)cc2)C(C(=O)OC)=C1	1.5%	96.1%[activator]	7.3%	0.3%	i	-8.4%	.	?
COC(=O)c1cc(OC)c(OC)cc1NC(=S)Nc1cccc(C(C)=O)c1	.	10.3%	-5.3%	?	-7.2%	.	-15.7%	?
COC(=O)c1sc(NC(=O)COc2ccc(C)cc2)nc1C	-1.7%	.	?	1.7%	-9.2%	5.6%	1.5%	-2.7%
COc1ccc(Oc2nc(-c3ccccn3)ncc2OC)cc1	-1.2%	?	-8.8%	9.5%	6.8%	-95.2%[inhibitor]	?	?
CCOC(=O)c1oc2cccc(O)c2c1CN1CCOCC1	-4.1%	1.2%	-1.4%	-5.7%	-3.7%	-4.2%	8.7%	-4.9%
C[C@@H](C(=O)NCc1ccccn1)[C@H]1C[C@]1(C)[C@H](NC(=O)OCc1ccccc1)c1ccccc1	-0.3%&0.0%	12.8%	-2.2%&-11.2%	-0.9%&9.3%	-6.1%	-30.9%&-38.3%[inhibitor]	-13.5%	31.6µM*!
CN(C)CCN(C)Cc1ccc2c(c1)Cc1ccccc1-2	6.5%	-6.4%	7.1%	1.4%	-2.3%	-16.7%	22.5%	11.2µM*
O=c1[nH]c(C(Cl)Cl)nc2sc3c(c12)CCN(Cc1ccccc1)C3	-4.8%	-15.3%	-8.4%	?	-3.4%	-8.4%	3.4%	?
Cc1nnc(NC2(C(F)(F)F)C(=O)Nc3c2c(=O)n(C)c(=O)n3C)s1 (stereo unspecified)	4.7%	2.1%	-4.5%	-4.7%	-2.0%	-4.8%	15.6%	-13.2%
Cn1c(=O)n(C/C=C/c2ccccc2)c(=O)c2c1nc1n2CCCN1c1ccc(F)cc1	0.7%	-7.9%	-4.6%	?	1.3%	-26.4%	?	-5.4%
O=C(CCN1C(=O)COc2ccccc21)NCc1ccco1	2.8%	-28.1%[11.4 µM]	-1.5%	-6.0%	-11.3%	17.8%	3.7%	?
CCOC(=O)c1ccccc1-c1cn2cc(Cl)ccc2n1	-0.1%	-12.5%	-9.8%	-16.2%	-2.0%	6.1%	-0.7%[46 µM]	10.1%
COc1ccc(/C=C\C(=O)c2c(O)ccc3c(C)cc(=O)oc23)cc1OC	-5.1%	.	?	-4.6%	4.7%	-46.3%[inhibitor]	?	-7.1%
O=C(CN1CCN(Cc2ccccc2)CC1)N=Nc1c(O)[nH]c2ccccc12	-3.5%	9.3%	-4.4%	1.0%	7.9%	11.8%	10.4%	10.9%

Only part of the results is shown; the hit share may differ from the screen's.
